Compound activity: PubChem, several laboratories
Bcl-xL primary: blocks human Bcl-xL binding to Bim BH3 peptide | AID 2129 | GST-Bcl-xL / FITC-Bim BH3 peptide fluorescence polarization | inhibition, % at 10.9 µM | actives 0.7% (n = 320,000) | Q07817;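 active = inhibition above the mean of all tested compounds plus 3 SD, cutoff set per campaign, cut at about 30% in these data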;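 note: 0% = DMSO wells and 100% = unlabeled Bim-BH3 peptide competitor; inhibitors lower millipolarization by displacing the labeled peptide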
Target sequence (Q07817 whole entry, looked up): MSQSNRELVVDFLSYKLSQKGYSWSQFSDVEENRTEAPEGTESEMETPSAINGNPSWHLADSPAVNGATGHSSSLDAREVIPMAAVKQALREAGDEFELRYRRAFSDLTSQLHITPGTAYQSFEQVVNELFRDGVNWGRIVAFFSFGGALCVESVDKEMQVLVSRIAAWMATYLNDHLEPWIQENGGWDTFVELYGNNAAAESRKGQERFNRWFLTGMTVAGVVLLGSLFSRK
GLD-1 TGE inh: GLD-1-TGE RNA interaction inhibition (C. elegans); Q17339; purified GLD-1 + fluorescein TGE RNA, fluorescence polarization; inhibition, % at 5.96 µM; actives 0.44% (n = 320,000);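 active = percent inhibition above a per-plate cutoff, the plate mean of test compounds plus 3 SD, cut at about 30% in these data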;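 note: 0% = DMSO wells with GLD-1 and probe and 100% = wells lacking GLD-1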
MEX-5 binding: C. elegans MEX-5 TCR-2 RNA binding activity. AID 1832. activity score (negative = inhibition of binding), % at 10 µM. MEX-5/FITC-TCR2 RNA binding, fluorescence polarization; active compounds read low. Q9XUB2. actives 0.38% (n = 300,000);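 active = inhibition past about -25% in most replicates, and total fluorescence under double the plate's negative control median, limit read from the data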;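 note: 0% = DMSO and -100% = 5 µM competing unlabeled TCR2 RNA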
Target sequence (Q9XUB2 whole entry, looked up): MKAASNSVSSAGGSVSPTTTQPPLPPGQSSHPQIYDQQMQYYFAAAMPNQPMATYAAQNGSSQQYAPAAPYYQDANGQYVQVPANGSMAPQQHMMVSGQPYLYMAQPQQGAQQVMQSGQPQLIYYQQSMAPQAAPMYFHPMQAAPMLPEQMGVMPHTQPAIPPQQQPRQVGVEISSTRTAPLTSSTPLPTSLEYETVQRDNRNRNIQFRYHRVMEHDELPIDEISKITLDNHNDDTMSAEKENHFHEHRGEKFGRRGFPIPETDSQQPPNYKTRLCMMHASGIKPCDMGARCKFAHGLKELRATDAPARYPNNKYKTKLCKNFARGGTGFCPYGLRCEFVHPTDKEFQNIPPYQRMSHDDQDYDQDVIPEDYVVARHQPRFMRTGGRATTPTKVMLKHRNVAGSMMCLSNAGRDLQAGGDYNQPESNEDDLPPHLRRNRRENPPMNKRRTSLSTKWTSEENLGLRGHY
MCL1-BIM inh: MCL1-BIM-BH3 interaction inhibition (human); actives 0.68% (n = 320,000); GST-MCL1 / FITC-Bim-BH3 fluorescence polarization; inhibition, % at 10.9 µM; Q07820;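 active = inhibition above the mean inhibition of all tested compounds plus 3 SD, set per campaign, cut at about 40% in these data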;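 note: 0% = DMSO wells and 100% = unlabeled Bim-BH3 peptide control; higher means more loss of mP so more displacement of Bim peptide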
GSTO1 counter: counter-screen for RBBP9 inhibitors: inhibitors of human GSTO1; actives 1.1% (n = 300,000); AID 1974; P78417; recombinant GSTO1, activity-based probe fluorescence polarization; inhibition, % at 5.96 µM;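 active = inhibition above the campaign mean inhibition plus 3 SD, cut at about 35% in these data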;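 note: 0% = GSTO1-1 with DMSO and 100% = wells lacking GSTO1-1 enzyme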
Target sequence (P78417 whole entry, looked up): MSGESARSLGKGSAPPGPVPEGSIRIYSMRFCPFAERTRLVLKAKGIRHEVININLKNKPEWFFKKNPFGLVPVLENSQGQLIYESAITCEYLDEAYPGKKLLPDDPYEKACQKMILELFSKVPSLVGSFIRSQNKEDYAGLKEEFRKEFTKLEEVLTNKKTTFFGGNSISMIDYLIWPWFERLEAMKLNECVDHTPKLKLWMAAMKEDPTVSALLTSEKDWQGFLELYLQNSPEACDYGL
Fam108B inh: Fam108B inhibition, counter-screen for RBBP9 inhibitors | recombinant Fam108B, FP-Rh probe fluorescence polarization | inhibition, % at 9.51 µM | actives 0.33% (n = 300,000) | AID 1947;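 active = inhibition above the screen mean inhibition plus 3 SD, computed separately per campaign, cut at about 18% in these data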;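 note: inhibitors lower polarization as less probe binds the enzyme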
PME-1 inh: PME-1 (human) inhibition; recombinant PME-1, FP-Rh probe fluorescence polarization; inhibition, % at 5.9 µM; actives 0.53% (n = 320,000);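 active = inhibition above the campaign mean of all compounds plus 3 SD, cut at about 26% in these data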;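 note: competitive labeling of PME-1 active site by serine hydrolase directed probe; 0% = PME-1 with DMSO and 100% = wells lacking PME-1 enzyme; inhibitors block probe labeling so polarization falls and inhibition rises; many of its hits are not listed in these tables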
PAD4 inh: inhibitors of human PAD4; inhibition, % at 6.36 µM; recombinant PAD4, RCA probe fluorescence polarization; actives 0.41% (n = 330,000); AID 485272;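 active = percent inhibition above a cutoff equal to the mean of all tested compounds plus 3 SD, cut at about 15% in these data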;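 note: 0% = PAD4 with RCA probe and DMSO and 100% = probe without PAD4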
TPT1 inh: C. albicans TPT1 enzyme inhibition. recombinant caTPT1, FP RNA substrate dephosphorylation. inhibition, % at 5 µM. actives 0.81% (n = 300,000). AID 1962;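 active = inhibition above the mean of all tested compounds plus 3 SD, set per screening campaign, cut at about 24% in these data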;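 note: plate controls were DMSO alone for no effect and ferristatin control at 100 nM for full effect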
* marks the source's active call; other numbers are inactive results; · = not tested or not shown. These rows are one share of the data. The share of hits here may be higher or lower than overall.

Structure	Bcl-xL primary	GLD-1 TGE inh	MEX-5 binding	MCL1-BIM inh	GSTO1 counter	Fam108B inh	PME-1 inh	PAD4 inh	TPT1 inh
COc1ccc(-n2nc(C(=O)NCC(=O)N3CC(C)CC(C)C3)c3ccccc3c2=O)cc1OC (configuration not stated)	4	5	-0.8	4	8	3	-5	-2	-2
CCC(C(=O)NC1CCCC1)N(Cc1ccccc1Cl)C(=O)c1snc(C(N)=O)c1N (configuration not stated)	5	-5	0.2	3	-7	5	0	-4	5
CCn1cc(C(=O)O)c(=O)c2cc(F)c(N3CCN(C(=S)NC(=O)c4ccc(OC)cc4)CC3)cc21	3	-3	-0.3	2	2	-1	3	-2	2
CCCCN(CCCC)S(=O)(=O)c1ccc(SCC(=O)OCC)c([N+](=O)[O-])c1	0	7	0.3	-4	3	0	1	2	4
O=c1[nH][nH]cc1C=Nc1cc(Cl)ccc1O	5	8	0.4	9	0	3	3	-3	1
CCC(=O)N1N=C(c2ccc(C)o2)CC1c1ccc(Br)cc1 (configuration not stated)	0	11	-0.4	1	-1	3	-3	-5	2
COc1ccc(N(CC(=O)N2CCN(c3ccc(F)cc3)CC2)S(=O)(=O)c2c(C)n[nH]c2C)cc1	9	-2	-1.0	6	-2	0	-10	2	0
Cc1noc(NS(=O)(=O)c2ccc(N3CC(O)=C(c4ccccc4)C3=N)cc2)c1C	0	-8	-1.9	0	-1	-1	-4	-2	0
Cc1ccc(-c2cc(C(=O)N3CCN(C(=O)c4ccco4)CC3)[nH]n2)c(C)c1	4	0	-3.2	2	-4	3	1	-6	-5
O=C(COc1ccc(Cl)cc1Br)Nc1ccncc1	5	3	0.4	3	1	1	-12	-3	0
Cc1ccc(C(c2c(C)n(C)n(-c3ccccc3)c2=O)c2c(C)n(C)n(-c3ccccc3)c2=O)s1	5	0	-1.0	11	6	2	1	1	1
CC(C)C(C(=O)C=[N+]=[N-])N1C(=O)c2ccccc2C1=O (configuration not stated)	3	8	0.5	6	7	-3	-4	1	-2
O=C(Nc1sc2c(c1C(=O)O)CCC2)c1cccc(Cl)c1	10	2	0.5	10	-50	-3	-3	-2	0
Cc1cc(C)c(-c2c(O)c3cccnc3n(C)c2=O)c(C)c1	0	2	1.8	-8	-3	1	3	6	-1
CCOC(=O)c1c(NC(=O)C2CC2)sc2c1CC(C)(C)OC2	2	-2	·	4	0	0	6	0	-1

Next records follow.
Structure	Bcl-xL primary	GLD-1 TGE inh	MEX-5 binding	MCL1-BIM inh	GSTO1 counter	Fam108B inh	PME-1 inh	PAD4 inh	TPT1 inh
CCC(Oc1cccc(C)c1)C(=O)Nc1ccccc1C(=O)N1CCOCC1 (configuration not stated)	0	-3	2.3	3	-1	0	0	1	1
CC(=O)c1cccc(NC(=O)c2ccc(-c3ccccc3[N+](=O)[O-])o2)c1	0	8	2.0	-2	-2	-3	2	-1	2
NC(=O)c1ccc(-c2nnc(Nc3ccc(S(N)(=O)=O)cc3)c3ccccc23)cc1	4	7	-4.5	-3	-9	-2	0	-2	4
Cc1ccsc1C(=O)NNC(=O)C1C2C=CC(C2)C1C(=O)O (configuration not stated)	1	2	·	3	-2	-2	-3	1	-2
Cc1nc(SC(C(=O)c2ccccc2)c2ccccc2)n[nH]1 (configuration not stated)	0	8	0.5	-4	5	2	-3	-3	-2
COc1ccc(CCNC(=O)CCCN2C(=O)C(c3ccccc3)Oc3cccnc32)cc1OC (configuration not stated)	0	3	-0.1	-8	1	2	8	0	-2
C=CCNC(=O)/C(=C\C=C\c1ccccc1)NC(=O)c1ccccc1Cl	6	-10	-0.2	16	2	-4	-5	1	-1
CC(=O)c1ccc(N(C)C)c2c(N(C)C)cccc12	2	3	-9.2	5	2	1	-2	-5	-1
Cc1nc(SCC(=O)c2ccc(Cl)cc2)c([N+](=O)[O-])[nH]1	-2	2	0.3	2	7	2	2	0	2
COc1cccc(OCCCCN2CC(C)OC(C)C2)c1 (configuration not stated)	11	8	-1.1	8	-6	-3	5	0	-7
CCN(CC(=O)Nc1c(F)cccc1F)C(=O)CCN1C(=O)C2CCCCC2C1=O (configuration not stated)	5	0	0.3	3	-1	2	-4	-1	-1
CCOC(=O)C1CCCN(C(=O)c2ccc3c(=O)n(CCOC)c(=S)[nH]c3c2)C1 (configuration not stated)	2	10	0.5	-5	7	2	1	-1	-3
CCN(CC)S(=O)(=O)c1cc(NC(=O)COC(=O)C2CCC2)ccc1C	-7	1	·	-5	·	·	-1	2	·
O=C(NCCCN1CCOCC1)c1ccc2c(c1)N(Cc1ccccc1)C(=O)c1ccccc1S2	5	4	0.5	3	0	3	2	1	-1
CC(C(=O)Nc1ccc(C(N)=O)cc1)N1C(=O)c2ccccc2S1(=O)=O (configuration not stated)	-1	-2	2.7	8	-7	-2	-6	-8	1

(cont.)
Structure	Bcl-xL primary	GLD-1 TGE inh	MEX-5 binding	MCL1-BIM inh	GSTO1 counter	Fam108B inh	PME-1 inh	PAD4 inh	TPT1 inh
O=S(=O)(c1cccs1)N1CCN(C/C=C/c2ccccc2)CC1	2	5	2.0	-3	5	3	6	-4	1
O=C(/C=C/c1cccc(Br)c1)OCC(=O)N1CCN(c2ccccc2)CC1	4	10	·	1	·	·	2	-4	·
C=CCn1c(SCc2ccc(F)cc2)nnc1-c1sc2nc(C)cc(C)c2c1N	-1	6	0.2	-6	2	0	1	2	5
Cc1nn(C(C)C(=O)NNC(=S)Nc2ccc(Cl)cc2)c(C)c1[N+](=O)[O-] (configuration not stated)	4	5	-5.6	4	7	-4	-6	2	1
Cc1ccc(CSc2nc(-c3ccccc3)c(C#N)c(=O)[nH]2)cc1	2	-8	-2.4	5	-18	-3	-9	-7	0
CCOC(=O)c1csc(NC(=O)CSc2nnc(C3CC3)n2C)n1	1	0	-2.4	-2	-2	0	7	1	-3
CC1Cc2ccccc2N1C(=O)CSc1nnc(CSc2ncccn2)n1C (configuration not stated)	2	10	-2.0	1	9	-3	-1	9	0
Clc1ccc(-c2cc(CSc3ccccc3)on2)cc1	-3	-8	-0.5	-4	8	-2	-5	-1	4
NC(=O)C1CCN(c2ccc(S(=O)(=O)N3CCC(Cc4ccccc4)CC3)cn2)CC1	2	2	2.2	3	0	-4	-3	-2	-2
O=C(CNC(=O)Cc1ccccc1)NCC(=O)N1CCCCC1	1	7	0.2	1	0	-2	1	5	1
Cn1cc(CN2CCCCC2CO)c(-c2ccc(Oc3ccccc3)cc2)n1 (configuration not stated)	1	-1	0.0	1	-1	-2	3	-2	1
CCOC(=O)c1cccc(NC(=O)Cn2c(CC(=O)NC)nc3ccccc32)c1	3	10	1.5	14	0	5	1	1	4
CCCCNC(=O)C1CCN(S(=O)(=O)c2cnc[nH]2)CC1	1	3	2.5	-3	-1	2	-1	2	-1
COC(=O)CSc1nccc(C)n1	4	8	-0.5	-5	5	0	2	2	-2
NS(=O)(=O)c1ccc2nc(-c3ccccc3)c(-c3ccccc3)nc2c1	2	4	-0.3	-3	2	3	-2	-4	1

An excerpt of these results, with two lines to a compound.
Second line of a record – Bcl-xL primary, GLD-1 TGE inh, MEX-5 binding, MCL1-BIM inh, GSTO1 counter, Fam108B inh, PME-1 inh, PAD4 inh, TPT1 inh
> CC1Cc2ccccc2N1C(=O)CSc1nnc(CSc2ncccn2)n1C (configuration not stated)
  2, 10, -2.0, 1, 9, -3, -1, 9, 0
> Clc1ccc(-c2cc(CSc3ccccc3)on2)cc1
  -3, -8, -0.5, -4, 8, -2, -5, -1, 4
> NC(=O)C1CCN(c2ccc(S(=O)(=O)N3CCC(Cc4ccccc4)CC3)cn2)CC1
  2, 2, 2.2, 3, 0, -4, -3, -2, -2
> O=C(CNC(=O)Cc1ccccc1)NCC(=O)N1CCCCC1
  1, 7, 0.2, 1, 0, -2, 1, 5, 1
> Cn1cc(CN2CCCCC2CO)c(-c2ccc(Oc3ccccc3)cc2)n1 (configuration not stated)
  1, -1, 0.0, 1, -1, -2, 3, -2, 1
> CCOC(=O)c1cccc(NC(=O)Cn2c(CC(=O)NC)nc3ccccc32)c1
  3, 10, 1.5, 14, 0, 5, 1, 1, 4
> CCCCNC(=O)C1CCN(S(=O)(=O)c2cnc[nH]2)CC1
  1, 3, 2.5, -3, -1, 2, -1, 2, -1
> COC(=O)CSc1nccc(C)n1
  4, 8, -0.5, -5, 5, 0, 2, 2, -2
> NS(=O)(=O)c1ccc2nc(-c3ccccc3)c(-c3ccccc3)nc2c1
  2, 4, -0.3, -3, 2, 3, -2, -4, 1

The listing continues.
Structure	Bcl-xL primary	GLD-1 TGE inh	MEX-5 binding	MCL1-BIM inh	GSTO1 counter	Fam108B inh	PME-1 inh	PAD4 inh	TPT1 inh
Cc1oc2cc(O)ccc2c(=O)c1Oc1ccc(F)cc1	1	6	-1.0	-6	-10	-3	-2	0	-1
O=C(Cn1cnc2scc(-c3ccc(Br)cc3)c2c1=O)N1CCOCC1	1	2	1.9	-4	1	0	2	-8	-1
O=C(NC(=O)c1ccccc1F)Nc1nc(-c2cccs2)cc(C(F)(F)F)n1	0	10	-0.5	-3	-1	-3	10	-10	1
OC1(C#CCCN2CCCCC2)c2ccccc2-c2ccccc21	6	7	-0.1	3	7	0	-2	0	-2
Nn1c(SCc2ccccc2F)nnc1-c1ccccn1	1	3	-4.1	4	2	-2	2	3	0
O=c1c(-c2ccnn2-c2cccc(Cl)c2)cnc2n1CCS2	3	-1	-2.1	-6	-7	1	-2	-5	-3
COCC(=O)Nc1nnc(SCC(=O)N2CCCCC2)s1	-1	-4	1.3	-4	2	2	2	-4	-2
O=C(NCc1ccc2c(c1)OCO2)c1sccc1Br	11	-3	-1.7	10	2	3	5	-3	-1
